Epigenetic reg: Quantitative High-Throughput Screen for Regulators of Epigenetic Control | Potency, µM (highest dose often 53.9 µM), without a hit: top-dose GFP activation, hits mostly activators | AID 1865, 2009 | murine LDR cells, GFP reporter derepression, 30 h | 280,000 tested, 0.2% active; note: % of control where 0% means no effect; nearly all actives have a fitted effect of over 60% in size
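Reporter derepression read as number of fluorescent GFP-positive objects, 20-120 um in size, counted by laser-scanning cytometer. Mouse LDR line with an epigenetically silenced CMV-GFP locus; compound incubation 30 h, 37 C.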
GoLoco inh red: qHTS Assay for Inhibitors of RGS12 GoLoco Motif Activity (Red Fluorophore); Potency, µM (highest dose often 61.6 µM), for inactives: at the highest dose activity, negative = inhibition, usual class: inhibitors; 230,000 tested, 0.44% active; Gai1:RGS12 GoLoco peptide FP, rhodamine, 10 min; AID 880, 2007; active = well fitted inhibition curve with a large enough effect, not every such curve was filed as active; inactive = no such curve, though single readings can be large or run the other way; note: % is set by controls: 0 for no effect and ±100 for the full control effect; nearly all actives have a fitted effect of over 30% in size; many of its hits are not listed in these tables
SMN2 splice enh: qHTS Assay for Enhancers of SMN2 Splice Variant Expression; HEK293 SMN2-luciferase splicing reporter, luminescence, 30-36 h; 210,000 tested, 2.8% active; Potency, µM (series often up to 46.1 µM), for the others: at the top dose activity change, positive = activation, most hits filed as activators; AID 1458, 2008; note: % of control where 0% means no effect; nearly all actives have a fitted effect of over 55% in size
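qHTS luciferase splicing reporter: luminescence rises when SMN2 exon 7 is included in transfected HEK293 cells. Compound exposure lasted 30-36 h at 37C, with 4.5 mM final sodium butyrate as control, followed by a ONE-Glo read.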
NPSR antagonist: qHTS Assay for Antagonists of the Neuropeptide S Receptor: cAMP Signal Transduction. Q6W5P4. CHO-NPSR cells, cAMP TR-FRET, antagonist mode. Potency, µM (highest dose often 38.3 µM), inactives show at the top dose activity change, negative = inhibition, most hits filed as inhibitors. 220,000 tested, 1% active; note: % is set by controls: 0 for no effect and ±100 for the full control effect; nearly all actives have a fitted effect of over 50% in size; many of its hits are not listed in these tables
IMPase Li inh: qHTS Assay for Identifying the Cell-Membrane Permeable IMPase Inhibitors: Potentiation with Lithium. AID 1457, 2008. Potency, µM (series often up to 59.4 µM), for the others: top-dose activity, negative = IMPase inhibition, most hits filed as inhibitors. CHO-M1 cells, IP1 TR-FRET (IP-One), carbachol + lithium. 210,000 tested, 0.35% active;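 note: IP1 builds up when IMPase is blocked and the TR-FRET signal falls; plate controls were basal vehicle for no effect and high inhibitor control for full effect; nearly all actives have a fitted effect of over 50% in size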
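IP1 accumulation measured by competitive TR-FRET in lysed CHO-M1 cells after 30 min compound exposure at 37C, with a small lithium addition to potentiate weak responses. Hill-equation AC50 from ratio and donor-channel data.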
Luc counter: Counterscreen for Luciferase (Kinase-Glo TM) Inhibition | Luciferin 4-monooxygenase (Photuris pensylvanica), Q27757 | Kinase-Glo luciferase, ATP luminescence, 8 min | Potency, µM (doses to about 38.3 µM), without a hit: at the highest dose activity change, negative = inhibition, actives largely listed as inhibitors | 200,000 tested, 0.28% active; note: % is set by controls: 0 for no effect and ±100 for the full control effect; nearly all actives have a fitted effect of over 60% in size
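Inhibition of Kinase-Glo luciferase light generation was assessed at 10 uM ATP in pH 7.2 imidazole buffer, with luminescence measured after eight minutes at ambient temperature.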
RECQ1 inh: qHTS Assay for Inhibitors of RecQ-Like Dna Helicase 1 (RECQ1); RECQ1 DNA unwinding, red fluorescence kinetic read; Potency, µM (doses to about 57.3 µM), inactives show top-dose activity, negative = inhibition, actives largely listed as inhibitors; 240,000 tested, 0.54% active;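 note: plate controls were vehicle for no effect and no enzyme for full effect; nearly all actives have a fitted effect of over 30% in size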
Target sequence (P46063 whole entry, looked up): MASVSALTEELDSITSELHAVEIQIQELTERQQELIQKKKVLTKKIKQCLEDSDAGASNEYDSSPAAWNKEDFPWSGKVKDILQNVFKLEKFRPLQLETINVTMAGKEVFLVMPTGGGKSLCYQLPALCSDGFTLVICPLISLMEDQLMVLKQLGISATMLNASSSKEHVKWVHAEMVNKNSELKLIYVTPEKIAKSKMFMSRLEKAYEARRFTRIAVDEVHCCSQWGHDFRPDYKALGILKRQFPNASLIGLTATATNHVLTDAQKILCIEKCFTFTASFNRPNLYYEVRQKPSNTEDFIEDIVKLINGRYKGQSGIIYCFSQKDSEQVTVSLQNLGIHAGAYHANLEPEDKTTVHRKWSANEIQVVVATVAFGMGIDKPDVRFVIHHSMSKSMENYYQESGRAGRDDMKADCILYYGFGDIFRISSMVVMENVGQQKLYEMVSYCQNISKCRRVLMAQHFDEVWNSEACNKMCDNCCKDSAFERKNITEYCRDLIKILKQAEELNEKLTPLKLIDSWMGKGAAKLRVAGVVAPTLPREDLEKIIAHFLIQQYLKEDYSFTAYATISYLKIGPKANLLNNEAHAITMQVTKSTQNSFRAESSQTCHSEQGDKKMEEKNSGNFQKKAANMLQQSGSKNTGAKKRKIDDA
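50 nM RECQ1T1 preincubated 15 min with compound in Tris pH 8.0 buffer with MgCl2, DTT, Tween-20 and 2.5 ug/ml poly(dI-dC); started with 200 nM TAMRA/BHQ-2 forked duplex and 2 mM ATP. Unwinding read as fluorescence (525/598 nm), two reads 2 h apart.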
JMJD2E inh: qHTS Assay for Inhibitors of Human Jumonji Domain Containing 2E (JMJD2E); JMJD2E catalytic domain, FDH-coupled NADH fluorescence (FDH is formaldehyde dehydrogenase); 230,000 tested, 1.6% active; Lysine-specific demethylase 4E (Homo sapiens), B2RXH2; Potency, µM (doses to about 57.1 µM), inactives show at the highest dose activity change, negative = inhibition, most hits filed as inhibitors; active = well fitted inhibition curve with a large enough effect, not every such curve was filed as active; inconclusive = small, poorly fitted or top-dose-only effect, or another doubt; inactive = no such curve, though single readings can be large or run the other way;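 note: 0% = wells with enzyme and -100% = buffer wells without enzyme; nearly all actives have a fitted effect of over 50% in size; many of its hits are not listed in these tables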
Target sequence (B2RXH2 1-337 limits assumed): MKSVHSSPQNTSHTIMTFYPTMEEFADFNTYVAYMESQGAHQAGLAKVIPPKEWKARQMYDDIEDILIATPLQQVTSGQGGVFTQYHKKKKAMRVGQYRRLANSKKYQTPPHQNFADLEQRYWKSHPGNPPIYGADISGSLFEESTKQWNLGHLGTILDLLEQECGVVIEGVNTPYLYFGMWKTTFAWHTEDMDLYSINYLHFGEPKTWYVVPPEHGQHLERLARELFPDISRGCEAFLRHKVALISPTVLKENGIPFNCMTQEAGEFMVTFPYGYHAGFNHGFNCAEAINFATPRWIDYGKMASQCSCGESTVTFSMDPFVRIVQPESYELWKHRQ
Numbers without * were called inactive; i = inactive; ? = inconclusive; nt = no result given; & = joins results of further samples; [ ] = remark or other dose. Unless noted, calls come from the whole dose curve; as a rule, active = well fitted curve in the direction sought with a large enough effect; inconclusive = small, poorly fitted or top-dose-only effect, or another doubt; inactive = no such curve, though single readings can be large; an effect the other way counts as inactive or inconclusive. Potency is the fitted concentration of half-maximal effect. An excerpt, so the mix of outcomes need not match the whole.

SMILES	Epigenetic reg	GoLoco inh red	SMN2 splice enh	NPSR antagonist	IMPase Li inh	Luc counter	RECQ1 inh	JMJD2E inh
O=C(COc1ccc(Cl)cc1)NC1CCSC1=O (stereo not given)	-1.0%	-9%	23%	-5%[46.1 µM]	18%[38.3 µM]	-3%	3%	2%
COCCNC(=O)CS(=O)Cc1nc(-c2ccc(OC)cc2)oc1C (stereo not given)	0.7%	3%	3%	-3%[46.1 µM]	4%[38.3 µM]	-1%	-12%	?
COc1ccc(NC(=O)CSCC(=O)NCCc2ccccn2)cc1	1.7%	-1%	13%	5%	1%	2%	-10%	2%
CN(CC(=O)NC(=O)NCc1ccccc1)Cc1cccc(Cl)c1Cl	-1.9%	7%	-16%	-21%	13%	-1%	7%	-1%
COC(=O)Cn1ncc2c(C)n(Cc3ccccc3)c(C)c2c1=O	0.6%	1%	18µM*	1%[46.1 µM]	22%[38.3 µM]	-5%	i	-24%
O=C(O)CC1(CC(=O)Nc2ccc3c(c2)C(=O)OC3)CCCCC1	-1.4%	-2%	nt	-1%[7.67 µM]	nt	nt	i	-1%
CCOCCCNC(=O)c1c[nH]c2cc(C)ccc2c1=O	-4.2%	-10%	-3%	-5%[46.1 µM]	-10%[38.3 µM]	2%	-1%	2%
COc1ccc(-c2ccc(C(c3c(C)[nH][nH]c3=O)c3c(C)[nH][nH]c3=O)o2)c([N+](=O)[O-])c1	-2.5%	-5%	-13%	-4%	7%	-2%	i	38%[activator]
Cc1cc(N2CCN(Cc3ccc4c(c3)OCO4)CC2)n2ncnc2n1	2.9%	-14%	-31%[inhibitor]	4%[46.1 µM]	29%[38.3 µM]	-1%	i	4%
COc1cccc(NC(=O)COC(=O)c2ccccc2C(=O)N2CCN(c3ccccc3)CC2)c1	-0.2%	-9%	-44%[inhibitor]	-10%	12%	-4%	-7%	-8%
COc1ccc(CCN(C)CCCOc2ccc(S(=O)(=O)c3[nH]c4ccccc4c3C(C)C)cc2)cc1OC	1.9%	0%	nt	nt	28%	4%	-17%	25µM*
CC(=O)Oc1cccc(-c2nc3ccccc3c(=O)o2)c1	3.8%	9%	nt	13%	-1%	-4%	23%	15%
Cc1ccc2c(c1)-c1c(cnn1CC(=O)O)CO2	-2.6%	-9%	-1%	-5%[46.1 µM]	-5%[38.3 µM]	6%	-2%	4%
CCn1cc(C(=O)O)c(=O)c2cc(F)c(N3CCN(C(=S)NC(=O)c4ccccc4)CC3)cc21	-1.4%	-1%	nt	-11%	nt	nt	16%	?
CC(=O)N1C2(C=CC1(C)C(=O)NCc1ccccn1)CCCCC2 (stereo not given)	1.4%	-9%	-6%	nt	-4%	-5%	-4%	?
OCCSc1nc(-c2cccnc2)nc2ccccc12	-0.2%	7%	-23%	-5%[46.1 µM]	-4%[38.3 µM]	-1%	-7%	-1%
O=C(NC1CCNCC1)C1CC1	1.1%	10%	nt	-3%	-3%	-3%	5%	-2%
O=C(COC(=O)/C=C/c1ccc(F)cc1)Nc1ccc(Cl)cn1	-1.3%	2%	8%	10%	0%	-2%	-1%	17%
Cc1ccccc1NC(=O)NCc1ccc2c(c1)OCO2	-0.9%	6%	9%	5%	-2%	-3%	i	1%
NC(=O)[C@@H]1CCCNc2c(I)cc([N+](=O)[O-])cc2C(=O)N[C@@H](CO)C(=O)NCC(=O)N1	2.6%	6%	2%	12%	-1%	-2%	-10%	-2%

The last 3 records of the part before come first, to join the parts.
SMILES	Epigenetic reg	GoLoco inh red	SMN2 splice enh	NPSR antagonist	IMPase Li inh	Luc counter	RECQ1 inh	JMJD2E inh
O=C(COC(=O)/C=C/c1ccc(F)cc1)Nc1ccc(Cl)cn1	-1.3%	2%	8%	10%	0%	-2%	-1%	17%
Cc1ccccc1NC(=O)NCc1ccc2c(c1)OCO2	-0.9%	6%	9%	5%	-2%	-3%	i	1%
NC(=O)[C@@H]1CCCNc2c(I)cc([N+](=O)[O-])cc2C(=O)N[C@@H](CO)C(=O)NCC(=O)N1	2.6%	6%	2%	12%	-1%	-2%	-10%	-2%
Cc1nc(CN2CCN(C(=O)c3ccc(Br)cc3)CC2)cs1	0.0%	5%	nt	-8%[46.1 µM]	-11%[38.3 µM]	1%	-5%	7%
Cc1ccc(S(=O)(=O)NNC2=NCCCCC2)cc1	-0.7%[10.1 µM]	9%	-4%	12%	-3%	-2%	2%	-4%
O=S(=O)(NCc1cn2ccsc2n1)c1ccc(Oc2ccccc2)cc1	-1.3%	0%	-59%[inhibitor]	-4%[46.1 µM]	11%[38.3 µM]	-5%	-4%	8%
Cc1ccc2[nH]c3c(c2c1)CCCC3=O	-2.7%	-2%	?	-1%[46.1 µM]	-2%	2%	i	?
C/[N+]([O-])=C\c1ccc([N+](=O)[O-])o1	0.0%	-11%	-15%	8%	3%	-3%	-17%	-11%
Cc1c(C(=O)Nc2c(C)n(C)n(-c3ccccc3)c2=O)oc2ccccc12	-0.9%	5%	29%	-2%[46.1 µM]	-2%	2%	-2%	9%
CSc1ccc(/C=C(/NC(=O)c2ccccc2)C(=O)N2CCN(C)CC2)cc1	-2.2%	-2%	-5%	3%	8%	2%	i	-8%
Cc1ccc(C(=O)NC(C)CCc2ccccc2)cc1[N+](=O)[O-] (stereo not given)	-0.3%	3%	-9%	-10%[46.1 µM]	21%[38.3 µM]	-4%	-19%	7%
COc1cc(NC(=O)c2ccc(CNc3c(N4CCCC4)c(=O)c3=O)cc2)cc(OC)c1OC	-4.3%	5%	nt	10%	nt	nt	-15%	-10%
O=C(Nc1nc(N2C(=O)c3ccccc3C2=O)n(-c2ccccc2)n1)c1ccc(F)cc1	-3.1%	1%	0%	-1%[46.1 µM]	-15%[38.3 µM]	-4%	2%	-8%
CCn1c(CNC(=O)Cc2ccc(OC)cc2)nnc1SCC(=O)c1ccc(Br)cc1	-0.2%	-1%	-21%	-8%[46.1 µM]	13%[38.3 µM]	2%	i	8%
COc1ccc(Nc2ncc3c(n2)CC(c2ccc(OC)cc2)CC3=O)cc1 (stereo not given)	-0.8%	-2%	-43%[inhibitor]	-29%[46.1 µM]	12%[38.3 µM]	1%	-4%	?
CCOc1ccc(NC(=O)Nc2ccc3c(c2)nc(C)n3C)cc1	0.0%	6%	nt	19%	nt	nt	-6%	11%
CC(=O)N1CCC(N(C(=O)Nc2ccc(F)cc2)C2CCCC2)CC1	-2.7%	12%	12%	-1%[46.1 µM]	1%[38.3 µM]	0%	1%	-3%
CC(C)(C)c1cc(Br)ccc1OCC(=O)Nc1ncn[nH]1	-1.0%	2%	-23%	-7%[46.1 µM]	17%[38.3 µM]	13%	-4%	0%
Cc1ccc(N2CCN(C3=NC(=O)/C(=C\c4cn[nH]c4-c4ccccc4)S3)CC2)cc1	1.5%	12%	-31%[inhibitor]	-24%[46.1 µM]	12%	1%	-2%	-5%
COC(=O)c1ccc2nc(Nc3nc4ccc(F)cc4s3)sc2c1	-1.0%	11%	-93%[inhibitor]	13%	1%	2%	-2%	?
Cc1ccc(C)c(C(=O)COc2ccccc2[N+](=O)[O-])c1	1.1%	19%	8%	-7%	7%	4%	2%	11%
CN1CCN(/N=C/c2ccc(N(c3ccccc3)c3ccccc3)cc2)CC1	2.2%	10%	-94%[inhibitor]	-58%	27%	-1%	i	-20%
CC(C)C(c1nnnn1C1CCCC1)N1CCCc2ccccc21 (stereo not given)	-0.8%	6%	-8%	?	14%	0%	4%	9%
CCOC(=O)N1CCN(c2c(Nc3ccc4c(c3)OCCO4)c(=O)c2=O)CC1	5.4%	3%	4%	-21%[46.1 µM]	-16%[38.3 µM]	0%	-1%	-6%
CCC1Oc2ccc(C)cc2N(CC(=O)N(Cc2ccc3c(c2)OCO3)CC2CCCO2)C1=O (stereo not given)	-1.0%	2%	-13%	-17%[46.1 µM]	26%[38.3 µM]	3%	-2%	-14%
CC1CCc2c(sc(NC(=O)Cn3cnc([N+](=O)[O-])n3)c2C(N)=O)C1 (stereo not given)	-0.3%	7%	-8%	17%	0%	0%	-4%	-7%
O=C(c1ccc(CS(=O)(=O)c2ccc(Br)cc2)o1)N1CCN(c2ncccn2)CC1	0.8%	0%	-15%	1%[46.1 µM]	8%[38.3 µM]	13%	-3%	?
COc1ccc2c(c1)c(CC(=O)Nc1nnc(C3CC3)s1)c(C)n2C(=O)c1ccc(Cl)cc1	?	31%[activator]	nt	-33%	nt	nt	1%	-12%
CCO[C@H]1OC(C(=O)Nc2ccccc2)=C[C@@H](c2cn(C(C)=O)c3ccccc23)[C@@H]1CCCO	-0.7%	3%	nt	?	-13%	nt	-17%	5%
CCCc1nc2c(sc3nc4c(cc32)COC(C)(C)C4)c(=O)n1CCN(C)C	0.0%	15%	-45%[inhibitor]	12%	7%	7%	-1%	8%
Cc1cc(C)n(C(=O)c2cc3ccccc3c(=O)o2)n1	-0.9%	-6%	-12%	-9%[46.1 µM]	6%[38.3 µM]	-4%	-5%	-5%
Cc1ccc(S(=O)(=O)N(C)CC(=O)NCc2ccncc2)cc1	0.0%	-2%	16%	-1%[46.1 µM]	22%[38.3 µM]	-8%	i	6%
CC[C@H](C)[C@@H](NC(=O)O[C@@H]1C(=O)c2cc(Br)ccc2O[C@H]1c1ccc2c(c1)OCO2)C(=O)OC	3.4%&2.6%	-2%&2%	6%&-11%	-12%	3%&2%	0%&1%	1%&-3%	6%&-13%
COC(=O)c1cccc(-n2nnnc2SCC(=O)Nc2nc3c(s2)CCCC3)c1	-0.2%	7%	7%	-12%[46.1 µM]	37%[38.3 µM]	-1%	-5%	1%
COc1ccc(NC(=O)COc2ccc(CNCCCN3CCOCC3)cc2OC)cc1	-0.3%	9%	-6%	-3%[46.1 µM]	12%[38.3 µM]	-2%	-7%	4%
O=C(NCCNC(=O)c1cc(OCC(F)(F)F)ccc1OCC(F)(F)F)Nc1cccc(C(F)(F)F)c1	1.9%	3%	-30%[inhibitor]	-21%[46.1 µM]	14%[38.3 µM]	-4%	-14%	-11%
